Screening data deposited in PubChem BioAssay by several laboratories.
DUSP3 inh = DUSP3 (human) phosphatase inhibition; P51452; recombinant VHR phosphatase, pNPP absorbance; inhibition, % at 13.3 µM; actives 0.52% (n = 290,000); in the data active = inhibition above about 50%; also: some compounds called inactive have numbers as strong as hits
MazEF act = MazEF (E. coli) toxin RNase activation; FAM/BHQ RNA-DNA oligo cleavage fluorescence, 5 h; activation, % at 20 µM; actives 0.32% (n = 350,000); in the data active = activation above about 50%
Rv3671c inh = inhibitors of M. tuberculosis serine protease Rv3671c. P9WHR9. inhibition, % at 5.96 µM. actives 0.048% (n = 320,000). AID 2606; in the data active = inhibition above about 38%;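 also: extracellular domain of Rv3671c used as enzyme; 0% = enzyme with DMSO and 100% = no enzyme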
Y pestis TopoI = inhibitors of Yersinia pestis topoisomerase I; Y. pestis Topo-I cleavage product accumulation, plate reader; activity, % at 10 µM; AID 504884; actives 0.064% (n = 360,000); in the data active = activity above about 50%, passing the limit was not always enough; also: inactives centre near 2
Vc quorum ag = induces V. cholerae light production without autoinducers; V. cholerae BH1578 lux reporter, luminescence, 6 h; activation, % at 18.7 µM; actives 0.16% (n = 350,000); in the data active = activation mostly above about 9.7%, no sharp cut-off; also: not every result past the cut was called active; inactives centre near 0; reference of the scale not given here
SSB-PriA inh = K. pneumoniae PriA-SSBct interaction inhibition. actives 0.6% (n = 430,000). AlphaScreen SSBct-PriA binding, biotinylated peptide. AID 1272365. inhibition, % at 33 µM; in the data active = inhibition mostly above about 37%, no sharp cut-off; inactive = mostly below about 20%;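 also: plate controls were negative control peptide for no effect and reference peptide for full effect; strong numbers were not always called active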
TcdB GH inh = inhibitors of Clostridioides difficile toxin B glycohydrolase; actives 0.24% (n = 350,000); inhibition, % at 9.99 µM; TcdB glycohydrolase enzymatic assay, plate reader; P18177; in the data active = inhibition above about 10%
Target sequence (P18177 whole entry, looked up): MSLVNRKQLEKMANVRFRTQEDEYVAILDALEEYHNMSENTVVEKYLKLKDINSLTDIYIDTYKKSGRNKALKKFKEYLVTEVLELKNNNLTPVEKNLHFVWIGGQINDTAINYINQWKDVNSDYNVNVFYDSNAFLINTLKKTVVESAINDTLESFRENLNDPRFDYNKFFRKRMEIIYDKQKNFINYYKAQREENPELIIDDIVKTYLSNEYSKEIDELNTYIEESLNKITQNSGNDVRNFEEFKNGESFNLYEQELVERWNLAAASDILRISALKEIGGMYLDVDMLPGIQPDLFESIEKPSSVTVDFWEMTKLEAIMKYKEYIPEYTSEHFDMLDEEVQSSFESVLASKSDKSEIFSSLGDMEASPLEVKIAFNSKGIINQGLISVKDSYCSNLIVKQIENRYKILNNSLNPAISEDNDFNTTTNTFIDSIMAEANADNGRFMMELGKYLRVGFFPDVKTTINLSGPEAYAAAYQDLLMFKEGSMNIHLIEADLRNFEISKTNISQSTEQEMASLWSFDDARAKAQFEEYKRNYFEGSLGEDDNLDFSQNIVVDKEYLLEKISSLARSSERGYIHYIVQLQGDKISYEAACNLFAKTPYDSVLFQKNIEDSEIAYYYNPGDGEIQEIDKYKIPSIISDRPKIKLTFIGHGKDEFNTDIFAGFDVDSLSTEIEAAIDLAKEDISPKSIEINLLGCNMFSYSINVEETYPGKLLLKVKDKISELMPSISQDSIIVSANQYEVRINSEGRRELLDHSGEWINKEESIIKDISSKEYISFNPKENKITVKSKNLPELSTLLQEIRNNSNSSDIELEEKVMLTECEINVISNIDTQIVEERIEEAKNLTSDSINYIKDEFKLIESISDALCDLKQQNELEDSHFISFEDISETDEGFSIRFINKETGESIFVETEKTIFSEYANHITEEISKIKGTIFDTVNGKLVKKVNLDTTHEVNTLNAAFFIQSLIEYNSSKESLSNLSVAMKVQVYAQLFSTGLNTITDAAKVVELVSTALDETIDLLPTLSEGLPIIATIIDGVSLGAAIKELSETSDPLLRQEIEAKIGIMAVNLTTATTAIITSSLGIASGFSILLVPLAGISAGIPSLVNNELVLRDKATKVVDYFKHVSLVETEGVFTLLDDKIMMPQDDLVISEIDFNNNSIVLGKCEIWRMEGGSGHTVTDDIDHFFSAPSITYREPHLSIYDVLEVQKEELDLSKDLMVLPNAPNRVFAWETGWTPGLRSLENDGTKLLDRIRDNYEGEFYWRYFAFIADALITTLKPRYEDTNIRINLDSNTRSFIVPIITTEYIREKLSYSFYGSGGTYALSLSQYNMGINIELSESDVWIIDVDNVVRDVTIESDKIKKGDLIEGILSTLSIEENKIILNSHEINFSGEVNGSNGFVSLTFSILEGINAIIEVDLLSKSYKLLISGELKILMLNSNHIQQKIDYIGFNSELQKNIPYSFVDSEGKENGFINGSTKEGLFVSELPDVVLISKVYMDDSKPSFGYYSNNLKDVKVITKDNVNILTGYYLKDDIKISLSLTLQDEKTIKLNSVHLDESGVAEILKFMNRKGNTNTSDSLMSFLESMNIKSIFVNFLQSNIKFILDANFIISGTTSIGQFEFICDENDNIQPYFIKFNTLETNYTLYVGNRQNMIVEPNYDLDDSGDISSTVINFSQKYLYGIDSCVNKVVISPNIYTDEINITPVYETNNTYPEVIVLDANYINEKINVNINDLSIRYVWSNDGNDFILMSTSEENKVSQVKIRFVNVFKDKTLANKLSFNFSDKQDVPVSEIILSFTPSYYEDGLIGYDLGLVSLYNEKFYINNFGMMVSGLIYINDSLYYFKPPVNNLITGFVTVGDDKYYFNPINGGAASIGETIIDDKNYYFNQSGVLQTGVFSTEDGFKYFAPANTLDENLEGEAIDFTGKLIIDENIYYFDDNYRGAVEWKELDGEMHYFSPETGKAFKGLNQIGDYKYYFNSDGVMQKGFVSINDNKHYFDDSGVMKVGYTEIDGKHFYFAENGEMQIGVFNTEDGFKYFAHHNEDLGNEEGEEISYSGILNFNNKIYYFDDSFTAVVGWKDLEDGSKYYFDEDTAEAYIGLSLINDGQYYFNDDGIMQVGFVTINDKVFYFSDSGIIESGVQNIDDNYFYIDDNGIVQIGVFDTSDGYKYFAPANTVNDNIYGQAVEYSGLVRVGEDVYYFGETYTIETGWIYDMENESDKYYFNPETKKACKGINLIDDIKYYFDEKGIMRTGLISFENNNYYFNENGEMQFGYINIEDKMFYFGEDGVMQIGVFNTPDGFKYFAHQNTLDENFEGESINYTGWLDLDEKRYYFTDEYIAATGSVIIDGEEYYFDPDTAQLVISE
CCHFV vOTU inh = blocks the CCHF virus ovarian tumor domain protease. CCHFV vOTU protease, Pep-AMC fluorescence. inhibition, % at 11.5 µM. actives 0.55% (n = 370,000). AID 651958; in the data active = inhibition above about 30%; also: 0% = vehicle wells with enzyme and 100% = no enzyme wells
PrPC TRFRET = inhibitors of human cell surface prion protein PrPC. P04156. TR-FRET read-out. inhibition, % at 13.8 µM. actives 0.43% (n = 370,000). AID 720596; in the data active = inhibition above about 24%; also: 0% = median of the test wells and 100% = reference compound wells
SARS 3CLpro inh = SARS-CoV 3CLpro protease inhibition; P0C6X7; recombinant SARS-CoV 3CLpro, quenched FRET peptide cleavage; inhibition, % at 6 µM; actives 0.14% (n = 290,000); in the data active = inhibition above about 12%
An asterisk follows results filed as active; i = inactive; . = no result given; & = joins results of further samples. A portion of the library. The share of hits here may be higher or lower than overall.

SMILES	DUSP3 inh	MazEF act	Rv3671c inh	Y pestis TopoI	Vc quorum ag	SSB-PriA inh	TcdB GH inh	CCHFV vOTU inh	PrPC TRFRET	SARS 3CLpro inh
O=C(CCN1CCCCO1)N1CCCC(Nc2ccc(F)cc2)C1 (stereo unspecified)	14.4	4.9	2.3	7.2	i	-7.5	1.3	18.8	4.5	-4.8
S=C(Nc1ccccc1)Nc1ccc(OCc2ccc(Cl)cc2Cl)cc1	-9.0	-4.6	7.8	7.4	i	1.3	.	-1.1	5.6	4.2
Cc1cccc(N2CCN(C(=O)CCn3c(=O)[nH]c4ccccc4c3=O)CC2)c1C	33.9	3.4	2.6	29.3	i	-4.5	.	-13.1	-0.2	1.7
CN1CCN(C(=O)c2cnn(-c3ccccc3)c2NC(=O)c2ccccc2Cl)CC1	-4.0	5.6	.	6.6	0.6	-10.7	0.7	14.4	-2.4	0.5
CCC[C@@H](CN1CCC[C@H]1CN1C(N)=NC[C@@H]1Cc1ccccc1)N1C[C@@H](Cc2ccccc2)N(CCc2ccc(Cl)c(Cl)c2)C1=N	.	-23.7	1.2	-12.7	-2.1	4.5	0.6	4.5	1.9	.
CO/N=C\c1cc(C(=O)c2ccc(Cl)cc2Cl)cn1C	-5.0	-17.4	0.4	20.0	0.5	.	1.5	1.6	0.7	1.7
COc1ccc(CCn2c(-c3ccc(OC)cc3)nc3c(c(=O)c4ccccc4n3C)c2=O)cc1	9.0	17.0	3.2	-1.4	i	-3.2	0.2	-5.0	-6.8	-2.0
COC(=O)C(NC(=O)c1ccccc1)=C(C)C	-4.6	0.5	1.0	-1.3	i	1.4	.	8.4	-6.4	0.8
CC(=O)Nc1ccc(NC(=O)COC(=O)C2(c3ccc(Cl)cc3)CCCC2)cc1	5.7	0.4	-9.1	17.9	-0.4	-10.7	.	7.3	2.0	-0.1
COc1ccc(NC(=O)Cn2nnc(C(=O)NCc3ccco3)c2N)cc1	8.0	-2.7	2.8	1.8	i	-9.4	0.0	9.2	2.4	-1.6
O=C(/C=C/c1cccc(Cl)c1Cl)OCC(=O)N1CCOCC1	.	-2.0	.	7.6	-0.5	-11.1	1.4	-4.0	-3.3	.
O=C(O)c1ccc2c(c1)S(=O)(=O)c1cc(N3CCN(c4cnccn4)CC3)ccc1C2=O	.	-7.2	.	4.1	-0.7	.	1.8	17.7	-40.1	.
COCCN(C(=O)c1ccccc1F)c1nc(-c2ccc(OC)cc2)cs1	34.6	-1.9	.	-16.8	-0.4	-4.2	1.6	9.8	13.6	-3.6
CCn1c(SCC(=O)Nc2nc(-c3ccc(C)cc3)cs2)nnc1-c1ccccc1O	6.2	5.0	-52.6	18.1	1.0	0.9	.	5.2	7.0	-3.8
CCOc1ccc(NC(=O)CCNC(=O)c2ccc(Br)cc2)cc1	6.7	5.7	-2.4	-1.1	i	-7.3	-4.2	10.1	9.9	-0.9
Cc1nc(SCC(=O)NC(=O)NC(C)C)nc(C)c1C	13.0	-13.3	-3.2	-4.9	.	-9.9	0.7	-6.0	7.0	-1.1
CCOCCCNC(=O)Cn1cc2c(n1)-c1c(oc(C(=O)N3CCCC3)c1C)CC2	.	8.5	.	3.5	i	.	-4.4	21.2	-6.7	.
CN1CCC(=NNc2ncnc3sc4c(c23)CCCC4)CC1	-1.6	0.0	-7.9	0.5	-0.6	-3.2	1.5	16.4	-8.7	-2.4
Cc1ccc2[nH]c(CSc3ccccc3)cc(=O)c2c1	13.9	-0.4	1.4	-3.8	i	1.3	-0.3	-6.5	10.6	-1.1
Cn1c2ccccc2c2n[nH]c(=O)nc21	-7.4	-4.2	-5.0	0.0	-0.2	-9.2	1.3	6.3	-11.1	-3.7
Cc1nc(NCc2ccccn2)c2c3c(sc2n1)CCCC3	30.5	-6.9	3.5	7.7	-0.5	-13.6	2.0	10.6	6.8	4.8
Cc1ccc(NC(=O)c2cc3ccccc3oc2=O)cc1S(=O)(=O)N(C)C	-4.6	11.3	-3.9	-0.5	-0.2	-13.2	.	.	.	0.9
CCOC(=O)C1CCN(S(=O)(=O)Cc2ccccc2)C1=O (stereo unspecified)	7.2	-1.8	-2.7	-1.8	1.0	-20.5	.	-10.9	-5.7	6.5
O=C(Nc1ccc(F)cc1)c1cc2c(s1)CCCC2	9.0	4.6	-1.2	-8.6	1.0	-17.3	6.8	3.9	12.0	2.4
CCO/C(C)=C1\C(=O)Nc2ccccc21	13.6	5.2	8.0	5.4	-0.7	-9.3	.	0.4	-2.2	0.5
COC(=O)c1cc(-c2ccc(OC)c(OC)c2)n[nH]1	20.1	-2.6	-6.1	-0.3	5.9	-8.8	.	-4.9	-4.7	4.2
CCS(=O)(=O)c1ccc(C(=O)NC)c(Cl)c1Cl	9.6	-3.6	2.7	-5.0	-1.5	1.2	0.6	-3.0	2.5	3.9
Cc1ccc(C=NNC(=O)c2cc(-c3cccnc3)nc3ccccc23)o1	.	2.3	-1.4	1.5	i	-5.3	-0.3	-3.5	5.0	.
COCCCNC(=O)c1ccc(N(C)S(C)(=O)=O)cc1	6.3	10.5	-3.3	1.8	i	-0.2	-0.8	-11.2	2.7	-0.9
N#Cc1cc2c([nH]c1=S)CCCCCC2	-5.4	3.0	-1.2	-2.6	4.5	-10.0	.	-7.9	-3.8	-5.5

Reformatted: 2 of the compounds above.
Structure: CCOc1ccc(NC(=O)CCNC(=O)c2ccc(Br)cc2)cc1
  DUSP3 inh: 6.7; MazEF act: 5.7; Rv3671c inh: -2.4; Y pestis TopoI: -1.1; Vc quorum ag: i; SSB-PriA inh: -7.3; TcdB GH inh: -4.2; CCHFV vOTU inh: 10.1; PrPC TRFRET: 9.9; SARS 3CLpro inh: -0.9

Structure: Cc1nc(SCC(=O)NC(=O)NC(C)C)nc(C)c1C
  DUSP3 inh: 13.0; MazEF act: -13.3; Rv3671c inh: -3.2; Y pestis TopoI: -4.9; Vc quorum ag: .; SSB-PriA inh: -9.9; TcdB GH inh: 0.7; CCHFV vOTU inh: -6.0; PrPC TRFRET: 7.0; SARS 3CLpro inh: -1.1

More records.
SMILES	DUSP3 inh	MazEF act	Rv3671c inh	Y pestis TopoI	Vc quorum ag	SSB-PriA inh	TcdB GH inh	CCHFV vOTU inh	PrPC TRFRET	SARS 3CLpro inh
Cc1ccc(S(=O)(=O)N2CCCN(C(=O)OC(C)(C)C)CC2)cc1	8.4	-4.2	-5.7	6.0	i	-4.1	1.0	-5.4	-4.5	3.8
Cn1cnnc1SC(C(=O)Nc1cccc(C(F)(F)F)c1)c1ccccc1 (stereo unspecified)	-11.1	-3.6	1.3	-10.1	0.7	-5.3	.	6.6	0.7	6.1
COc1cc(CNCCO)cc(Cl)c1OCc1ccccc1Cl	23.4	-7.1	3.6	-9.6	0.3	-0.9	-1.4	11.6	-13.5	6.6
O=C(c1ccccc1C(=O)N1CCN(c2ccc(F)cc2)CC1)N1CCN(c2ccc(F)cc2)CC1	9.9	8.1	-1.1	20.8	-0.4	2.5	.	-2.1	-11.1	-2.5
COc1ccccc1C(=O)NCCC(=O)OCC(=O)Nc1ccc(S(N)(=O)=O)cc1	.	1.2	-7.8	-2.6	1.8	-3.6	0.4	-3.3	6.9	.
C#CCNC(=O)c1ccc(OCc2ccccc2)cc1Cl	-2.0	4.6	-11.6	4.9	-0.4	-28.6	0.4	6.0	7.2	-2.1
COc1ccc(/C=N\NC(=O)c2ccc([N+](=O)[O-])c(C)c2)cc1COc1ccccc1C(N)=O	-1.5	-1.2	-105.5	10.0	-0.5	.	0.4	15.6	-9.3	-1.2
Cc1cccc(C)c1NC(=O)Cn1c(=O)n(CCCC(=O)NC2CCN(Cc3ccccc3)CC2)c(=O)c2ccccc21	35.8	5.5	0.3	12.2	-15.6	1.4	1.8	3.9	-8.8	1.4
O=C(CN1C(=O)NC2(CCCC2)C1=O)Nc1ccc(C(F)(F)F)cc1	14.1	4.6	-2.9	-6.1	-4.8	-10.9	1.6	8.0	1.4	6.9
NS(=O)(=O)c1ccc(Nc2ccccc2)c([N+](=O)[O-])c1	31.5	8.5	-3.6	-0.4	i	-8.4	2.2	3.0	-43.1	1.4
O=C(O)C1C2CCC(O2)C1C(=O)Nc1ccc(Cl)cc1F (stereo unspecified)	17.6	0.2	1.7	-6.2	i	-3.9	0.4	-5.6	7.3	-4.7
COC(=O)c1cc2ccccc2c(=O)s1	-23.9	5.9	-2.3	-2.0	1.3	-4.0&-13.2	.	21.9	-17.9	-3.9
COCCCNC(=O)Cn1ccc(NC(=O)OCc2ccccc2)nc1=O	.	7.1	-7.6	1.9	-0.4	2.6	-1.1	-2.3	-1.1	.
COc1cc(-c2coc3c(C(=O)NCc4cccc(Cl)c4)cccc23)ccc1O	.	.	.	-2.5	-0.3	.	-3.9	16.9	21.8	.
COc1cc(Cl)cc(C=O)c1OCC(=O)O	30.9	7.7	-5.0	-1.8	-2.1	-6.1	0.6	-8.1	-4.7	-0.8
CN(C)CCCN(C(=O)c1cc2ccccc2oc1=O)c1nc2c(F)cccc2s1	21.3	12.7	-0.2	-6.8	-0.6	-4.8	.	-8.7	0.2	4.0
CCc1nc2ccc(C(=O)NCCc3ccccn3)cn2c1N(C)Cc1cccs1	.	.	.	22.1	i	.	0.2	-3.1	5.7	.
CC(C(=O)Nc1cc([N+](=O)[O-])ccc1Cl)N1CCN(c2ccccc2)CC1 (stereo unspecified)	17.7	-3.0	-4.1	-7.2	-0.3	-12.4	-0.7	2.8	-4.0	-4.8
Cc1ccc(S(=O)(=O)Nc2ccc(S(=O)(=O)NC(C)(C)C)cc2)cc1	23.4	-4.3	-1.6	8.8	-5.9	-7.3	.	2.4	-0.5	8.6
Cc1cccc(NC(=O)C2CCCN(S(=O)(=O)c3ccc4[nH]c(=O)ccc4c3)C2)c1 (stereo unspecified)	17.3	-5.6	-9.2	-2.4	-0.1	1.4	0.5	-1.7	-1.5	-0.8
CCOC(=O)CSc1ncc(OC)c(=O)[nH]1	9.1	2.6	3.0	-0.1	-0.6	-7.6	.	-7.5	-3.7	1.0
CS(=O)(=O)N(Cc1ccccc1)c1ccc(C(=O)NCc2ccccc2)cc1	-20.6	-1.4	-5.1	26.9	-0.3	-14.7	.	9.7	-1.5	-2.5
CN(C(=O)CSC1=NC2C(N=N1)c1cc(Br)ccc1N2C)C1CCCCC1 (stereo unspecified)	30.5	-33.9	-8.1	-9.9	i	-11.7	1.1	8.8	3.7	0.0
Cc1noc(C)c1CCC(=O)N1CCCC(CCC(=O)NCc2ccccc2F)C1 (stereo unspecified)	-0.4	-5.6	3.1	.	.	-2.5	0.6	9.4	-6.8	1.0
COC(=O)[C@@]1(Cc2ccc(F)cc2)[C@H]2c3cc(C(=O)N(C)C)n(Cc4ccccc4)c3C[C@H]2CN1C(=O)c1ccccc1	8.6	-3.7	-4.6	.	.	13.3	-1.7	17.6	-1.0	0.5
Fc1ccccc1Sc1ccccc1CNC1=NCCN1	0.5	8.9	6.2	-5.0	-0.4	-3.8	.	-13.4	0.6	0.1
CC(C)CC(=O)Nc1ccc2oc(-c3ccncc3)nc2c1	11.7	-3.9	5.5	-2.3	i	-4.9	.	-20.7	1.0	-0.8
N/C(=N\OC(=O)c1ccc(Cl)c(Cl)c1)c1ccccn1	27.2	3.2	3.2	10.2	i	.	.	-7.9	-3.8	4.2
O=C(OCC(=O)N1CCN(C(=O)c2ccco2)CC1)c1ccccc1C(=O)c1ccccc1	-6.6	-1.2	-12.2	1.6	1.0	-6.8	.	12.0	2.2	5.7
CC(C)(C)c1ccc(NC(=O)N2CCCN(c3c(Cl)cncc3Cl)CC2)cc1	22.8	-8.5	-11.9	5.0	i	-0.9	1.3	-9.0	-6.4	3.1
CC(C)c1ccc(C2C(C(=O)c3ccco3)=C(O)C(=O)N2CC2CCCO2)cc1 (stereo unspecified)	-8.1	-21.0	-5.5	4.2	-0.5	6.3	-0.3	-8.6	1.1	-0.4
